High-throughput results from PubChem BioAssay.
NSD2 inh – inhibitors of human NSD2 methyltransferase. O96028. NSD2-SET H3K36me1 DELFIA fluorescence, biochemical. inhibition, % at 12.5 µM. 0.07% of 44,000 active; in the data active means inhibition above about 54%, passing the limit was not always enough;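 further: inhibitors reduce the monomethyl H3K36 fluorescence signal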
An asterisk follows results filed as active.

NSD2 inh	SMILES
-1.8	C[C@H]1CN([C@@H](C)CO)C(=O)c2cc(NC(=O)NC3CCCCC3)ccc2O[C@H]1CN(C)Cc1ccc(C(F)(F)F)cc1
-0.1	C[C@H]1CN([C@@H](C)CO)C(=O)c2cc(NC(=O)Nc3ccccc3)ccc2O[C@@H]1CN(C)Cc1ccc2c(c1)OCO2
0.9	COCC(=O)Nc1ccc2c(c1)[C@H]1C[C@H](CC(=O)NCc3cccc(F)c3)O[C@H](CO)[C@H]1O2
-0.3	C[C@@H]1CN([C@@H](C)CO)C(=O)c2cc(NC(=O)Nc3cccc4ccccc34)ccc2O[C@@H]1CN(C)C(=O)NC1CCCCC1
-5.7	C[C@H](CO)N1C[C@H](C)[C@@H](CN(C)C(=O)Nc2ccc3c(c2)OCO3)Oc2ccc(NC(=O)CCCN(C)C)cc2C1=O
-0.7	C[C@@H]1CCCCO[C@H](CN(C)C(=O)Nc2cccc3ccccc23)[C@@H](C)CN([C@@H](C)CO)C(=O)c2cc(NC(=O)Nc3ccc(C(F)(F)F)cc3)ccc2O1
5.6	Cc1ccc(-c2ccc3c(c2)O[C@H](CN(C)C)[C@H](C)CN([C@H](C)CO)S3(=O)=O)cc1
7.0	O=C(Nc1ccc(F)cc1)N[C@@H]1C=C[C@@H](CC(=O)N2CCCCC2)O[C@H]1CO
-1.9	C[C@H]1CN([C@@H](C)CO)C(=O)c2cc(NS(=O)(=O)c3ccc(Cl)cc3)ccc2O[C@@H]1CN(C)Cc1ccc(Cl)c(Cl)c1
-5.0	Cc1ccccc1-c1ccc2c(c1)O[C@H](CN(C)C)[C@@H](C)CN([C@@H](C)CO)S2(=O)=O

NSD2 inh	SMILES
1.7	C[C@H](CO)N1C[C@H](C)[C@@H](CN(C)C(=O)Nc2ccccc2F)Oc2cc(-c3ccc(F)cc3)ccc2S1(=O)=O
1.7	Cc1noc(C)c1S(=O)(=O)Nc1ccc2c(c1)C(=O)N([C@@H](C)CO)C[C@@H](C)[C@@H](CN(C)S(C)(=O)=O)O2
-5.0	CCCNC(=O)N(C)C[C@@H]1Oc2cc(C#CC3CC3)ccc2S(=O)(=O)N([C@@H](C)CO)C[C@@H]1C
10.7	C[C@@H]1CN([C@@H](C)CO)C(=O)c2cc(-c3ccccc3F)cnc2O[C@@H]1CN(C)C(=O)c1ccccn1
-1.3	C[C@@H]1CN([C@@H](C)CO)C(=O)c2cc(C3=CCCCC3)cnc2O[C@H]1CN(C)C(=O)NC1CCCC1
-4.7	C[C@H](CO)N1C[C@H](C)[C@H](CN(C)C(=O)Nc2ccccc2)Oc2ncc(C#Cc3ccc(C(F)(F)F)cc3)cc2C1=O
-0.4	C[C@H](CO)N1C[C@H](C)[C@@H](CN(C)CC2CCCCC2)Oc2ccc(NC(=O)Nc3cccc4ccccc34)cc2CC1=O
-13.2	C[C@@H]1CCCCO[C@H](CN(C)S(C)(=O)=O)[C@H](C)CN([C@@H](C)CO)C(=O)c2cc(NC(=O)CCC(F)(F)F)ccc2O1
-11.7	NC(=O)NCC#Cc1ccc2c(c1)[C@]1(C(=O)N2)[C@H](C(=O)O)[C@H]2C(=O)O[C@H](c3ccccc3)[C@H](c3ccccc3)N2[C@@H]1c1ccc(OCCO)cc1
-1.0	C[C@@H]1CN([C@H](C)CO)C(=O)CCCn2nncc2CO[C@H]1CN(C)C(=O)Nc1ccc(N2CCN(C)CC2)cc1

NSD2 inh	SMILES
-6.3	COc1ccc(CN(C)C[C@H]2Oc3c(NC(=O)Nc4ccc(C(F)(F)F)cc4)cccc3C(=O)N([C@@H](C)CO)C[C@H]2C)cc1
3.9	CCCC#Cc1cnc2c(c1)C(=O)N([C@H](C)CO)C[C@@H](C)[C@H](CN(C)Cc1ccccc1F)O2
-0.7	N#Cc1c(-c2ccccc2)nc2n1CCS2
4.2	COCC#Cc1ccc2c(c1)O[C@@H](CN(C)C(=O)C1CCCCC1)[C@H](C)CN([C@H](C)CO)S2(=O)=O
-0.2	C[C@H]1CN([C@@H](C)CO)C(=O)c2cccc(NC(=O)c3ccncc3)c2O[C@@H]1CN(C)C(=O)Nc1ccc(C(F)(F)F)cc1
-1.8	CC(C)NC(=O)N(C)C[C@@H]1OCCCC[C@@H](C)Oc2ccc(NC(=O)C3CCCCC3)cc2C(=O)N([C@@H](C)CO)C[C@H]1C
-3.7	CC(C)CC#Cc1ccc2c(c1)O[C@@H](CN(C)C)[C@H](C)CN([C@@H](C)CO)S2(=O)=O
-0.2	CC(C)NC(=O)N(C)C[C@H]1Oc2ccc(NC(=O)Nc3ccc(F)cc3)cc2C(=O)N([C@@H](C)CO)C[C@@H]1C
8.1	C[C@H]1CN([C@@H](C)CO)C(=O)Cc2cc(NS(=O)(=O)c3ccccc3)ccc2O[C@@H]1CN(C)CC1CCCCC1
18.3	CCn1cc(C(=O)OCc2ccc3nonc3c2)c(=O)c2ccc(C)nc21

NSD2 inh	SMILES
3.6	Cc1ccc(-c2ccn(-c3ccc(C)c(Cl)c3)c(=S)n2)cc1
3.2	COc1ccc(NC(=O)N(C)C[C@H]2Oc3ccc(NC(=O)CCCCCC(=O)Nc4ccccc4N)cc3CC(=O)N([C@H](C)CO)C[C@@H]2C)cc1
0.6	COc1ccc(NC(=O)N(C)C[C@@H]2Oc3ccc(NC(=O)C4CC4)cc3C(=O)N([C@@H](C)CO)C[C@H]2C)cc1
-6.4	C[C@@H]1CN([C@H](C)CO)C(=O)Cc2cc(NS(=O)(=O)c3cccs3)ccc2O[C@@H]1CN(C)CC1CC1
-3.0	C[C@@H]1CN([C@@H](C)CO)C(=O)c2cc(NS(C)(=O)=O)ccc2O[C@H]1CN(C)Cc1ccncc1
-2.3	COc1ccc(CN(C)C[C@@H]2Oc3ccc(NC(=O)Cc4cn(C)c5ccccc45)cc3C(=O)N([C@H](C)CO)C[C@@H]2C)cc1
3.7	C[C@H](CO)N1C[C@H](C)[C@H](CN(C)C)Oc2ccc(N(C)C)cc2CC1=O
0.4	C[C@H](CO)N1C[C@H](C)[C@@H](CN(C)CC2CC2)Oc2c(NC(=O)c3ccncc3)cccc2C1=O
5.5	O=C1N(CCS(=O)(=O)c2ccccc2)Cc2ccccc2C[C@]12N=C(c1ccc(OCCCO)cc1)O[C@@H]2c1ccccc1
1.2	Cc1cc(=O)[nH]c(SCC(=O)Nc2ccnc3ccccc23)n1

For reference, 12 of the compounds above.
NSD2 inh	SMILES
8.1	C[C@H]1CN([C@@H](C)CO)C(=O)Cc2cc(NS(=O)(=O)c3ccccc3)ccc2O[C@@H]1CN(C)CC1CCCCC1
18.3	CCn1cc(C(=O)OCc2ccc3nonc3c2)c(=O)c2ccc(C)nc21
3.6	Cc1ccc(-c2ccn(-c3ccc(C)c(Cl)c3)c(=S)n2)cc1
3.2	COc1ccc(NC(=O)N(C)C[C@H]2Oc3ccc(NC(=O)CCCCCC(=O)Nc4ccccc4N)cc3CC(=O)N([C@H](C)CO)C[C@@H]2C)cc1
0.6	COc1ccc(NC(=O)N(C)C[C@@H]2Oc3ccc(NC(=O)C4CC4)cc3C(=O)N([C@@H](C)CO)C[C@H]2C)cc1
-6.4	C[C@@H]1CN([C@H](C)CO)C(=O)Cc2cc(NS(=O)(=O)c3cccs3)ccc2O[C@@H]1CN(C)CC1CC1
-3.0	C[C@@H]1CN([C@@H](C)CO)C(=O)c2cc(NS(C)(=O)=O)ccc2O[C@H]1CN(C)Cc1ccncc1
-2.3	COc1ccc(CN(C)C[C@@H]2Oc3ccc(NC(=O)Cc4cn(C)c5ccccc45)cc3C(=O)N([C@H](C)CO)C[C@@H]2C)cc1
3.7	C[C@H](CO)N1C[C@H](C)[C@H](CN(C)C)Oc2ccc(N(C)C)cc2CC1=O
0.4	C[C@H](CO)N1C[C@H](C)[C@@H](CN(C)CC2CC2)Oc2c(NC(=O)c3ccncc3)cccc2C1=O
5.5	O=C1N(CCS(=O)(=O)c2ccccc2)Cc2ccccc2C[C@]12N=C(c1ccc(OCCCO)cc1)O[C@@H]2c1ccccc1
1.2	Cc1cc(=O)[nH]c(SCC(=O)Nc2ccnc3ccccc23)n1

Next section.
NSD2 inh	SMILES
-6.2	C[C@@H]1CN([C@H](C)CO)C(=O)c2cc(N(C)C)ccc2O[C@@H](C)CCCCO[C@@H]1CN(C)C(=O)Nc1ccc(C(F)(F)F)cc1
1.7	CC(C)NC(=O)Nc1cccc2c1O[C@@H](CN(C)C(=O)NC1CCCCC1)[C@@H](C)CN([C@@H](C)CO)C2=O
5.9	CNC[C@H]1OCCCC[C@@H](C)Oc2ccc(NC(=O)Nc3cccc4ccccc34)cc2C(=O)N([C@H](C)CO)C[C@H]1C
-13.2	C/C=C/c1ccc2c(c1)O[C@H](CN(C)C(=O)NC1CCCCC1)[C@@H](C)CN([C@@H](C)CO)S2(=O)=O
1.4	COc1ccc2c3c([nH]c2c1)[C@H]1C[C@H]2[C@H](C[C@@H](O)[C@H](OC)[C@H]2C(=O)O)CN1CC3
1.6	O=C(CSc1ccccn1)N1CCN(S(=O)(=O)c2ccccc2)C1
-0.8	Cc1ccc(S(=O)(=O)N(C)C[C@@H]2Oc3ccc(NC(=O)C4CC4)cc3C(=O)N([C@H](C)CO)C[C@@H]2C)cc1
5.1	C[C@H](CO)N1C[C@H](C)[C@H](CN(C)S(=O)(=O)c2cccs2)Oc2c(NS(=O)(=O)c3ccccc3)cccc2C1=O
7.7	C[C@@H]1CN([C@H](C)CO)C(=O)c2cc(Br)cnc2O[C@H]1CN(C)CC1CCCC1
1.7	Cc1ccccc1CN(C)C[C@@H]1OCc2cn(nn2)CCCC(=O)N([C@H](C)CO)C[C@H]1C

NSD2 inh	SMILES
-31.6	C/C=C/c1ccc2c(c1)O[C@@H](CN(C)C(=O)Cc1ccncc1)[C@@H](C)CN([C@H](C)CO)S2(=O)=O
2.0	C[C@@H]1CN([C@H](C)CO)C(=O)c2cc(NS(=O)(=O)c3cn(C)cn3)ccc2O[C@H]1CN(C)C(=O)Nc1ccc2c(c1)OCO2
-1.1	C[C@@H]1CN([C@@H](C)CO)C(=O)c2cccc(NS(=O)(=O)c3cn(C)cn3)c2O[C@H]1CN(C)Cc1ccc(C(F)(F)F)cc1
-2.8	C[C@H](CO)N1C[C@H](C)[C@H](CN(C)C(=O)Nc2cccc3ccccc23)Oc2ccc(NS(=O)(=O)c3cccs3)cc2C1=O
1.2	COc1ccc(/C=N/NC(=O)c2cccc(C(=O)NO)c2)cc1O
-1.6	Cc1noc(C)c1NC(=O)Nc1cccc2c1O[C@H](CN(C)S(=O)(=O)c1ccc(Cl)cc1)[C@H](C)CN([C@H](C)CO)C2=O
7.3	C[C@@H]1CN([C@H](C)CO)C(=O)CCCn2cc(nn2)CO[C@@H]1CN(C)Cc1ccccc1
5.0	C[C@@H]1CN([C@H](C)CO)C(=O)c2cc(NC(=O)c3ccccc3)ccc2O[C@@H](C)CCCCO[C@@H]1CN(C)C(=O)CCCN(C)C
-2.4	C[C@H]1CN([C@@H](C)CO)S(=O)(=O)c2ccc(-c3ccncc3)cc2O[C@@H]1CN(C)S(=O)(=O)c1ccccc1F
2.6	Cc1ccc(NC(=O)c2ccc(S(=O)(=O)N3CC(C)CC(C)C3)cc2)c(C(=O)c2ccccc2)c1 (centres undefined)

NSD2 inh	SMILES
8.6	COc1ccc(CN(C)C[C@H]2Oc3ccc(NS(=O)(=O)c4cn(C)cn4)cc3CC(=O)N([C@H](C)CO)C[C@H]2C)cc1
-1.0	C[C@H]1CN([C@@H](C)CO)C(=O)c2cc(NS(=O)(=O)c3ccc(F)cc3)ccc2O[C@H]1CN(C)Cc1ccc(Oc2ccccc2)cc1
3.0	C[C@@H]1CN([C@H](C)CO)C(=O)c2cccc(NS(=O)(=O)c3cn(C)cn3)c2O[C@@H]1CN(C)C(=O)Nc1ccccc1
-2.6	C[C@H]1CN([C@@H](C)CO)C(=O)c2cccc(NC(=O)NC3CCCCC3)c2O[C@H]1CN(C)S(=O)(=O)c1cccs1
2.1	C[C@H](CO)N1C[C@H](C)[C@H](CN(C)S(=O)(=O)c2ccc(Cl)cc2)OCCCC[C@H](C)Oc2ccc(NC(=O)Nc3ccc(C(F)(F)F)cc3)cc2C1=O
4.4	C[C@@H]1CCCCO[C@@H](CN(C)C(=O)Nc2cccc3ccccc23)[C@@H](C)CN([C@H](C)CO)C(=O)c2cc(NC(=O)c3ccncc3)ccc2O1
0.0	O=c1[nH]c(=S)c2c(n1N1CCOCC1)CCC2
-0.5	C[C@H](CO)N1C[C@H](C)[C@@H](CN(C)C(=O)c2cccc(F)c2)Oc2ncc(-c3ccccc3)cc2C1=O
7.9	COCC#Cc1cnc2c(c1)C(=O)N([C@H](C)CO)C[C@@H](C)[C@@H](CN(C)C(=O)C1CCCCC1)O2
2.0	C[C@@H]1CN([C@H](C)CO)S(=O)(=O)c2ccc(C#Cc3ccccc3F)cc2O[C@@H]1CN(C)C(=O)Cc1ccccc1

NSD2 inh	SMILES
-1.4	COc1ccc(NC(=O)N(C)C[C@H]2Oc3ccc(NC(=O)Cc4cn(C)c5ccccc45)cc3C(=O)N([C@@H](C)CO)C[C@@H]2C)cc1
-6.0	C[C@H](O)C#Cc1cnc2c(c1)C(=O)N([C@@H](C)CO)C[C@@H](C)[C@@H](CN(C)C(=O)Nc1ccc(C(F)(F)F)cc1)O2
-2.8	CCCc1c(C(=O)O)cc2c(c1O)C(=O)c1c(O)cccc1C2=O
5.1	C[C@H](CO)N1C[C@H](C)[C@H](CN(C)CC2CCOCC2)Oc2ncc(-c3cncnc3)cc2C1=O
0.5	C[C@@H]1CN([C@H](C)CO)C(=O)c2cccc(NS(=O)(=O)c3cn(C)cn3)c2O[C@H]1CN(C)C(=O)Nc1ccc(C(F)(F)F)cc1
-0.8	CCCC#Cc1cnc2c(c1)C(=O)N([C@H](C)CO)C[C@@H](C)[C@H](CN(C)C(=O)Nc1cc(F)ccc1F)O2
0.7	C[C@@H]1CN([C@@H](C)CO)C(=O)c2cc(/C=C/c3ccccc3)cnc2O[C@@H]1CN(C)C(=O)Nc1ccccc1F
-3.6	Cc1ccc(S(=O)(=O)N(C)C[C@@H]2Oc3c(NC(=O)C4CC4)cccc3C(=O)N([C@@H](C)CO)C[C@H]2C)cc1
-0.1	Cc1ccc(S(=O)(=O)N(C)C[C@@H]2Oc3ccc(NC(=O)C4CCCCC4)cc3C(=O)N([C@H](C)CO)C[C@H]2C)cc1
-2.9	C[C@H]1CN([C@@H](C)CO)C(=O)Cc2cc(NC(=O)Nc3cccc4ccccc34)ccc2O[C@@H]1CN(C)CC1CC1

Some of the compounds tested; count on the stated rates, not on these rows.
